D1 antagonist = human D1 dopamine receptor antagonism | activity change, negative = inhibition, % at 10 µM | P21728 | 360,000 tested, 3.2% active | HEK293 TREx D1 cells, calcium flux, dopamine EC80; hits give low values; in the data active = activity change below about -30%; also: % is scaled to controls: 0 for no effect and ±100 for the full control effect
Target sequence (P21728 whole entry, looked up): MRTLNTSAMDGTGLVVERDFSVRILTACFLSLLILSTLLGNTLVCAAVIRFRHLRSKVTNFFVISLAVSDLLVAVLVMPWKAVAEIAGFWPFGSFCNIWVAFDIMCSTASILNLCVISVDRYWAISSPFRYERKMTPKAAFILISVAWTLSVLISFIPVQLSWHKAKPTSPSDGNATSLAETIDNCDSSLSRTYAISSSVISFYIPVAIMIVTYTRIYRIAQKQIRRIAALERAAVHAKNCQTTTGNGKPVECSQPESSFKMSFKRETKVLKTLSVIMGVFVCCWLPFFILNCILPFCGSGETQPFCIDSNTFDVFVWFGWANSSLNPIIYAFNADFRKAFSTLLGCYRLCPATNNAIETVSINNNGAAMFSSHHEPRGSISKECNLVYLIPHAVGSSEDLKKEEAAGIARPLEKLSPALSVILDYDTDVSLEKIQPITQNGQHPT
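Compound effects on dopamine-evoked calcium signalling were measured in tetracycline-induced HEK293 Trex D1 cells. Dopamine at EC80 followed a 180 s compound pre-read, and fluorescence was tracked kinetically for 180 s more.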
TRHR enhancer = TRH receptor (human) allosteric enhancement | 360,000 tested, 0.66% active | P34981 | TRHR cells, fluo-8 calcium fluorescence, EC20 TRH enhancement | enhancement, % at 2 µM; in the data active = enhancement above about 30%; also: 0% is about no effect
Target sequence (P34981 whole entry, looked up): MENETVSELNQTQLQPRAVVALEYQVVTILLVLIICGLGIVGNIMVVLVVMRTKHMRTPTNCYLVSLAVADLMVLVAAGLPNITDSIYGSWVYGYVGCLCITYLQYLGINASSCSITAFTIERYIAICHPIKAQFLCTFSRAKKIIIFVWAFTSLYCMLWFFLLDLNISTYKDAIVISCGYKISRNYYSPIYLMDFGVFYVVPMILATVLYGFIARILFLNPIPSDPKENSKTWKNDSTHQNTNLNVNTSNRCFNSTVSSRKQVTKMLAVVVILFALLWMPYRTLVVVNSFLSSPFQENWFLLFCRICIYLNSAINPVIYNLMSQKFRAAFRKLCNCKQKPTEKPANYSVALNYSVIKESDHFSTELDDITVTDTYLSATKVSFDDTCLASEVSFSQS
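Enhancer read-out: after compound pinning and an initial kinetic agonist-mode read, an EC20 of TRH (10 nM final) was injected and fluo-8 calcium signal (Ex 480/Em 530) followed at 1 s/cycle for 100 cycles in TRHR-expressing cells.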
D2 agonist = D2 dopamine receptor (human) agonism; activation, % at 2 µM; P14416; 340,000 tested, 0.53% active; HEK293 T-REx D2 cells, calcium flux agonist mode;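 active = activation over 3 SD above normal in the single-dose calcium agonist read, cut at about 30% in these data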; also: 0% is about no effect
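Agonism scored from kinetic calcium signal (1 read/sec, 180 s) following compound pin transfer, after a 10 s baseline. Cells: HEK293 Trex line expressing inducible D2 receptor coupled to calcium, dye-loaded after overnight culture at 30 C.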
D2 PAM = D2 dopamine receptor (human) potentiation; potentiation, % at 10 µM; HEK293 T-REx D2, calcium flux, EC20 dopamine potentiation; 340,000 tested, 0.34% active; AID 485347;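 active = potentiation over 3 SD above the plate norm, cut at about 30% in these data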; also: 0% is about no effect
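Potentiation of an EC20 dopamine calcium response is measured in a force-coupled, tetracycline-inducible Hek293 Trex D2 line. Compound-only kinetic reads over 180 s flag agonists before dopamine addition.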
D2 antagonist = antagonists of human D2 dopamine receptor | 340,000 tested, 2% active | P14416 | inhibition, % at 10 µM | HEK293 TREx D2 cells, calcium flux, dopamine EC80 | AID 485344; in the data active = inhibition above about 30%; also: 0% is about no effect
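Inhibition of EC80 dopamine-driven calcium flux, recorded kinetically, defines activity here; cells are a tetracycline-induced HEK293 T-REx line expressing force-coupled D2.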
TRHR ag = TRH receptor (human) agonism. P34981. TRHR cells, calcium flux fluo-8, FDSS agonist mode. activation, % at 2 µM. 360,000 tested, 0.18% active; also: 0% is about no effect
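Read-out: compound-evoked intracellular calcium rise in TRHR cells, fluo-8 dye, kinetic FDSS fluorescence at 1 s/cycle following a 10-cycle baseline. Cells cultured overnight before dye loading (30 min–1.5 h, RT).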
D1 potentiator = enhances dopamine response at the human D1 receptor; P21728; HEK293 TREx D1 cells, calcium flux, dopamine EC20 potentiation; potentiation, % at 10 µM; 360,000 tested, 0.036% active; AID 504651; in the data active = potentiation above about 30%; also: 0% is about no effect
D1 ag = activates the human D1 dopamine receptor. 360,000 tested, 1% active. HEK293 T-REx D1 cells, calcium flux, agonist mode. AID 504660. activation, % at 2 µM. P21728; also: 0% is about no effect
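Agonism was scored from calcium flux recorded over 180 s (1 read/s) after pintool compound addition, following a 10-cycle baseline. Cells were inducible force-coupled HEK293 TREx D1, plated overnight at 30 C and loaded with no-wash calcium dye.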
RXFP1 antag = RXFP1 (human) relaxin receptor antagonism. 350,000 tested, 0.59% active. activity change, negative = inhibition, % at 57.5 µM. Q9HBX9. HEK293-RXFP1, relaxin-stimulated cAMP HTRF, 30 min; hits give low values. AID 1259400;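 active = activity change of -60% or lower, but not beyond a set lower limit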; also: % is scaled to controls: 0 for no effect and ±100 for the full control effect
Active calls of the source: *. Rule as the data show it, unless noted: active = activation above about 30%; inactive = the rest.

CC(=O)C1=C(O)C(=O)N(c2ccc(O)cc2)C1c1ccc([N+](=O)[O-])cc1 (stereo not drawn) was read as D1 antagonist 40, TRHR enhancer -2, D2 agonist 4.4, D2 PAM 7, D2 antagonist -5, TRHR ag -0.3, D1 potentiator -6, D1 ag 5 and RXFP1 antag 4.
`COc1ccc(C(CCNCc2ccc(N(C)C)cc2)C(C)C)cc1` (stereo not drawn) gave D1 antagonist 4, TRHR enhancer 3, D2 agonist 0.8, D2 PAM -10, D2 antagonist -2, TRHR ag 0.2, D1 potentiator 8, D1 ag 26 and RXFP1 antag -18.
Screening CCOC(=O)c1sc(/N=C/N(C)C)c(C(=O)OCC)c1C returned D1 antagonist 12, TRHR enhancer 0, D2 agonist -0.5, D2 PAM -13, D2 antagonist -3, TRHR ag 0.0, D1 potentiator 4, D1 ag 1 and RXFP1 antag -12.
`O=C(CNC(=O)c1ccc(-c2ccccc2)cc1)Nc1ccc(S(=O)(=O)Nc2ncccn2)cc1` gave D1 antagonist 17, TRHR enhancer 8, D2 agonist -0.1, D2 PAM -3, D2 antagonist -14, TRHR ag 0.1, D1 potentiator 0, D1 ag 1 and RXFP1 antag -10.
COc1ccc(N2CC(NC(=O)N(C)CCC#N)CC2=O)cc1 (stereo not drawn) was read as D1 antagonist -21, TRHR enhancer 13, D2 agonist -0.4, D2 PAM -15, D2 antagonist -1, TRHR ag -0.2, D1 potentiator -8, D1 ag 4 and RXFP1 antag -2.
For CCN1C(=O)[C@H]2[C@@H](c3ccc(OC)cc3)N3C(=O)CN(CCOC)C(=O)[C@@]3(C)[C@H]2C1=O the results were D1 antagonist 3, TRHR enhancer -21, D2 agonist 0.6, D2 PAM -12, D2 antagonist 19, TRHR ag 1.0, D1 potentiator -9 and D1 ag 0.
Screening CN(CCc1ccccn1)c1ncnc2[nH]ncc12 returned D1 antagonist -3, TRHR enhancer 3, D2 agonist 0.4, D2 PAM 3, D2 antagonist 4, TRHR ag 0.1, D1 potentiator 0, D1 ag 1 and RXFP1 antag 15.
`N#CCCN1CCN(S(=O)(=O)c2ccc(S(=O)(=O)N3CCOCC3)cc2)CC1` gave D1 antagonist 2, TRHR enhancer -2, D2 agonist -2.2, D2 PAM 12, D2 antagonist -19, TRHR ag -0.8, D1 potentiator 1 and D1 ag 4.
`CCOc1ccc(-c2cc(-c3nc(-c4cc(OC)c(OC)c(OC)c4)no3)[nH]n2)cc1` gave D1 antagonist 8, TRHR enhancer 10, D2 agonist 0.0, D2 PAM -2, TRHR ag 0.3, D1 potentiator -1, D1 ag 2 and RXFP1 antag -4.
O=C(Nc1cccc(C(F)(F)F)c1)n1cc(-c2ccccn2)c(N2CCOCC2)n1 was read as D1 antagonist -47*, TRHR enhancer 5, D2 agonist -2.5, D2 PAM 9, D2 antagonist 8, TRHR ag -0.7, D1 potentiator -7, D1 ag 24 and RXFP1 antag 9.
`CN(C)c1nc(N)nc(CSc2ncc(Cl)cc2Cl)n1` gave D1 antagonist 7, TRHR enhancer 12, D2 agonist 0.4, D2 PAM 29, D2 antagonist -15, TRHR ag -0.2, D1 potentiator 6, D1 ag 0 and RXFP1 antag 15.
`Cc1cc(C)c(C)c(S(=O)(=O)N2CCC(C(=O)NCCCN3CCOCC3)CC2)c1C` gave D1 antagonist -12, TRHR enhancer 6, D2 agonist 0.3, D2 PAM -15, D2 antagonist -2, TRHR ag 0.1, D1 potentiator -3, D1 ag 2 and RXFP1 antag -1.
Screening CCNC(=O)NC1(C(=O)N2CCC(Cc3ccccc3)CC2)CCCCC1 returned D1 antagonist 23, TRHR enhancer 6, D2 agonist 0.5, D2 PAM -5, D2 antagonist -4, TRHR ag -0.5, D1 potentiator 0, D1 ag 2 and RXFP1 antag -5.
Screening CC(C)c1nc(SCC(=O)Nc2ccc(N3CCOCC3)cc2)c2ccccc2n1 returned D1 antagonist -18, TRHR enhancer -1, D2 agonist -0.1, D2 PAM 13, D2 antagonist 6, TRHR ag -0.4, D1 potentiator -3, D1 ag 1 and RXFP1 antag -19.
`Cc1ccc(SCc2c(-c3ccccc3)nn(C)c2Cl)cc1` gave D1 antagonist 2, TRHR enhancer -4, D2 PAM -5, TRHR ag 0.4, D1 potentiator -3, D1 ag 1 and RXFP1 antag -16.
N#Cc1c(N)oc(-c2cccs2)c1-c1cccs1 was read as D1 antagonist 4, TRHR enhancer 6, D2 agonist 0.2, D2 PAM -15, D2 antagonist -13, TRHR ag 0.8, D1 potentiator 3, D1 ag 2 and RXFP1 antag -2.
For COC(=O)N/N=C/c1cc(C)n(-c2ccc(F)cc2)c1C the results were D1 antagonist -1, TRHR enhancer 5, D2 agonist -0.4, D2 PAM -5, D2 antagonist 3, TRHR ag 1.9, D1 potentiator -6, D1 ag 3 and RXFP1 antag 16.
For CN(CC(=O)Nc1cccc(S(=O)(=O)N2CCOCC2)c1)CC(=O)Nc1ccc(Cl)c(C(F)(F)F)c1 the results were D1 antagonist -8, TRHR enhancer 7, D2 agonist -1.1, D2 PAM 8, D2 antagonist -8, TRHR ag 0.5, D1 potentiator -5, D1 ag 1 and RXFP1 antag -9.
For COc1ccccc1N(C)S(=O)(=O)c1ccc(C(=O)Nc2nc(C)c(C(C)=O)s2)cc1 the results were D1 antagonist -21, TRHR enhancer 15, D2 agonist -1.0, D2 PAM -6, D2 antagonist -14, TRHR ag -0.3, D1 potentiator -8, D1 ag 9 and RXFP1 antag -2.
Cc1nc2ccc(S(=O)(=O)Nc3ccccc3C)cc2s1 was read as D1 antagonist 6, TRHR enhancer -5, D2 agonist 1.1, D2 PAM -2, D2 antagonist 3, TRHR ag -0.2, D1 potentiator -3, D1 ag 5 and RXFP1 antag 6.
`COc1ccc(CC(=O)NCc2cccs2)cc1` gave D1 antagonist -17, TRHR enhancer 5, D2 agonist 0.5, D2 PAM 15, D2 antagonist -6, TRHR ag -0.1, D1 potentiator -2, D1 ag 0 and RXFP1 antag 1.
Screening Cc1occc1-c1nnc(SCC(=O)N2CCOCC2)n1CC(C)C returned D1 antagonist -15, TRHR enhancer 3, D2 agonist 0.8, D2 PAM -3, D2 antagonist -14, TRHR ag 0.9, D1 potentiator -1, D1 ag 1 and RXFP1 antag 4.
O=C(COc1ccccc1Cl)NC(=S)Nc1ccccc1N1CCCC1 was read as D1 antagonist 16, TRHR enhancer 30, D2 agonist 0.5, D2 PAM 1, D2 antagonist -13, TRHR ag 0.3, D1 potentiator 5, D1 ag 1 and RXFP1 antag -15.
`CC(C)c1ccc(Nc2cc(C(=O)NCCCN(C)Cc3ccccc3)c3ccccc3n2)cc1` gave D1 antagonist -25, TRHR enhancer -3, D2 PAM 3, TRHR ag -1.1, D1 potentiator -7, D1 ag 13 and RXFP1 antag 0.

The final 4 records of the section above open the next one:
`COc1ccc(CC(=O)NCc2cccs2)cc1` gave D1 antagonist -17, TRHR enhancer 5, D2 agonist 0.5, D2 PAM 15, D2 antagonist -6, TRHR ag -0.1, D1 potentiator -2, D1 ag 0 and RXFP1 antag 1.
Screening Cc1occc1-c1nnc(SCC(=O)N2CCOCC2)n1CC(C)C returned D1 antagonist -15, TRHR enhancer 3, D2 agonist 0.8, D2 PAM -3, D2 antagonist -14, TRHR ag 0.9, D1 potentiator -1, D1 ag 1 and RXFP1 antag 4.
O=C(COc1ccccc1Cl)NC(=S)Nc1ccccc1N1CCCC1 was read as D1 antagonist 16, TRHR enhancer 30, D2 agonist 0.5, D2 PAM 1, D2 antagonist -13, TRHR ag 0.3, D1 potentiator 5, D1 ag 1 and RXFP1 antag -15.
`CC(C)c1ccc(Nc2cc(C(=O)NCCCN(C)Cc3ccccc3)c3ccccc3n2)cc1` gave D1 antagonist -25, TRHR enhancer -3, D2 PAM 3, TRHR ag -1.1, D1 potentiator -7, D1 ag 13 and RXFP1 antag 0.
`CC(C)C(OC(=O)CN1C(=O)COc2ccccc21)C(=O)NC1CCCCC1` (stereo not drawn) gave D1 antagonist 1, TRHR enhancer -4, D2 agonist 3.0, D2 antagonist -1, TRHR ag -0.4, D1 potentiator -2, D1 ag 2 and RXFP1 antag -4.
COc1cc(NC(=O)CSc2nc3ccccc3nc2Cc2ccccc2OC)cc(OC)c1 was read as D1 antagonist 0, TRHR enhancer -1, D2 agonist 1.5, D2 PAM -9, TRHR ag 0.7, D1 potentiator 2, D1 ag 5 and RXFP1 antag -6.
Screening CCOc1ccc(NC(=O)NCCN2CCN(c3cc(Cl)ccc3C)CC2)cc1 returned D1 antagonist -7, TRHR enhancer 2, D2 agonist 0.8, D2 PAM -19, TRHR ag 0.2, D1 potentiator -4 and D1 ag 20.
Screening CCCc1cc(=O)[nH]c(SCC(=O)c2c(N)n(C3CC3)c(=O)[nH]c2=O)n1 returned D1 antagonist -2, TRHR enhancer 6, D2 agonist -0.2, D2 PAM 4, D2 antagonist -21, TRHR ag 0.0, D1 ag 1 and RXFP1 antag 4.
`O=C(NCC1COc2ccccc2O1)c1ccc(NC(=O)c2ccco2)cc1` (stereo not drawn) gave D1 antagonist -30*, TRHR enhancer 8, D2 agonist 0.8, D2 PAM 2, D2 antagonist -1, TRHR ag -3.4, D1 potentiator -7, D1 ag 4 and RXFP1 antag -3.
Screening Cc1ccc(Cl)cc1NC(=O)[C@@H]1CCC(=O)N1C1OC(=O)c2ccccc21 (stereo partly drawn) returned D1 antagonist -4, TRHR enhancer 21, D2 agonist 2.2, D2 PAM 5, D2 antagonist -14, TRHR ag 3.1, D1 potentiator 4 and D1 ag 29.
For O=C(CCn1c(SCC(=O)c2ccccc2)nc2ccccc2c1=O)NCc1ccc(F)cc1 the results were D1 antagonist 4, TRHR enhancer 1, D2 PAM -1, TRHR ag -0.2, D1 potentiator 0, D1 ag 1 and RXFP1 antag -11.
For c1ccc(-c2cn3c(n2)CCC3)cc1 the results were D1 antagonist -6, TRHR enhancer 5, D2 agonist 0.5, D2 PAM 13, D2 antagonist -10, TRHR ag 0.4, D1 potentiator 2, D1 ag 1 and RXFP1 antag -1.
Screening O=C(C1=C(O)C(=O)N(c2ncccn2)C1c1ccc(Cl)cc1)c1ccco1 (stereo not drawn) returned D1 antagonist 19, TRHR enhancer 18, D2 agonist 0.5, D2 PAM -2, D2 antagonist -10, TRHR ag 0.1, D1 potentiator -10, D1 ag 0 and RXFP1 antag 3.
Screening Cc1noc(C)c1CSCC(=O)N(C)CC(=O)Nc1ccccc1Br returned D1 antagonist -47*, TRHR enhancer -5, D2 agonist 0.1, D2 PAM -3, D2 antagonist -28, TRHR ag -0.3, D1 potentiator -3, D1 ag 4 and RXFP1 antag -11.
CC1CCC2(CC1)NC(=O)N(CC(=O)NCCc1ccc(F)cc1)C2=O (stereo not drawn) was read as D1 antagonist 13, TRHR enhancer -8, D2 agonist -0.3, D2 PAM -8, D2 antagonist 0, TRHR ag -0.5, D1 potentiator -1, D1 ag 1 and RXFP1 antag 3.
CCOc1ccc(S(=O)(=O)N(CC(=O)Nc2ccc(OC)cc2OC)c2ccccc2)cc1 was read as D1 antagonist 8, TRHR enhancer -2, D2 agonist -1.6, D2 PAM -7, TRHR ag -0.1, D1 potentiator -2 and D1 ag 2.
